Assay outcomes from PubChem BioAssay.
PME-1 inh – PME-1 inhibitors via competitive probe labeling, primary screen, biochemical, fluorescence polarization, FP-Rh probe, HTS; Protein phosphatase methylesterase 1 (Homo sapiens), Q9Y570; recombinant PME-1; inhibition, % at 5.9 µM; 320,000 compounds, 0.53% hits; AID 2130, 2009;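 active means inhibition above the campaign mean of all compounds plus 3 SD, cut at about 26% in these data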;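 further: competitive labeling of PME-1 active site by serine hydrolase directed probe; 0% = PME-1 with DMSO and 100% = wells lacking PME-1 enzyme; inhibitors block probe labeling so polarization falls and inhibition rises; many of its hits are not listed in these tables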
Target sequence (Q9Y570 whole entry, looked up): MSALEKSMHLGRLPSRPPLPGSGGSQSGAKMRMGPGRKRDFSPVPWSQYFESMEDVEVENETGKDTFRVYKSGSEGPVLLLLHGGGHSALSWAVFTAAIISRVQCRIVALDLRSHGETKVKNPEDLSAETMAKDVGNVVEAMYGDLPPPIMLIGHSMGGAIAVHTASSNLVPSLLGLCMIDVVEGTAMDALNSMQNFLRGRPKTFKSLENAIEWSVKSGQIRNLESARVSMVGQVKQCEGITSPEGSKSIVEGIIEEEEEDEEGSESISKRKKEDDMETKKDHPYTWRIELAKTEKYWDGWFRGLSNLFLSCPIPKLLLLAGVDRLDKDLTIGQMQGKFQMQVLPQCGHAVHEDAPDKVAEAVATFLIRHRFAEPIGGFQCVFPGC
LYPLA2 counter – LYPLA2 inhibitors, primary screen, counter-screen for PME1 inhibitor project, biochemical, fluorescence polarization, FP-Rh probe ABPP | Acyl-protein thioesterase 2 (Homo sapiens), O95372 | recombinant LYPLA2 | inhibition, % at 5.9 µM | AID 2177, 2009 | 320,000 compounds, 0.38% hits;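 active means inhibition above the screen-wide mean plus 3 SD, limit set per campaign, cut at about 26% in these data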;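 further: 0% = LYPLA2 with DMSO and 100% = wells lacking LYPLA2 enzyme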
LYPLA1 counter – LYPLA1 inhibitors, primary screen, counter-screen for PME1 inhibitor project, biochemical, fluorescence polarization, FP-Rh probe ABPP; Acyl-protein thioesterase 1 (Homo sapiens), O75608; 320,000 compounds, 0.16% hits; recombinant LYPLA1; inhibition, % at 5.9 µM;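 active means inhibition above the mean of all tested compounds plus 3 SD, set per campaign, cut at about 14% in these data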;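 further: inhibitors block serine hydrolase probe labeling of LYPLA1 so polarization falls; 0% = enzyme with DMSO and 100% = wells lacking LYPLA1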
Target sequence (O75608 whole entry, looked up): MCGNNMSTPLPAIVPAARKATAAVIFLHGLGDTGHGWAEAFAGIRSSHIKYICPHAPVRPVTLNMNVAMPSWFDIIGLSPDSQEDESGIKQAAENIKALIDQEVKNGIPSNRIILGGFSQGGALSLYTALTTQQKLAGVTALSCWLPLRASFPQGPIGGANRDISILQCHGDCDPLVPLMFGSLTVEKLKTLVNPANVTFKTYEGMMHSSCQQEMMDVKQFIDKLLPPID
PAFAH1B3 FP inh – PAFAH1B3 enzyme inhibitors, primary screen, biochemical, fluorescence polarization, human. 340,000 compounds, 0.28% hits. recombinant PAFAH1B3, FP-rhodamine probe. Platelet-activating factor acetylhydrolase IB subunit alpha1 (Homo sapiens), Q15102. AID 492972, 2010. inhibition, % at 3.39 µM;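 active means inhibition above the screen-wide average of all tested compounds plus 3 SD, cut at about 25% in these data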;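 further: 0% = enzyme with DMSO only and 100% = wells lacking PAFAH1B3 protein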
Target sequence (Q15102 whole entry, looked up): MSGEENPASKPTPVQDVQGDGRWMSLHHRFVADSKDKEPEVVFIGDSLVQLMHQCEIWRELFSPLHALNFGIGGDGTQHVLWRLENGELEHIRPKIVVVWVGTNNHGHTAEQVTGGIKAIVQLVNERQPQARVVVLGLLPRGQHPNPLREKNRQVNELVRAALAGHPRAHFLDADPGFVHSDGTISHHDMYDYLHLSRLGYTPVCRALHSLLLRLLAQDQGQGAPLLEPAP
PAFAH1B2 inh – PAFAH1B2 enzyme inhibitors, primary screen, biochemical, fluorescence polarization, human | inhibition, % at 3.39 µM | 340,000 compounds, 1.2% hits | recombinant PAFAH1B2, FP-rhodamine activity probe | AID 492953, 2010;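 active means inhibition above the mean of all tested compounds plus 3 SD, cut at about 24% in these data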;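 further: 0% = enzyme with DMSO and 100% = wells lacking PAFAH1B2; many of its hits are not listed in these tables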
GSTO1 inh – inhibitors of recombinant GSTO1, primary screen, counter-screen for RBBP9 inhibitor project, biochemical, fluorescence polarization; Glutathione S-transferase omega-1 (Homo sapiens), P78417; activity-based probe fluorescence polarization; inhibition, % at 5.96 µM; 300,000 compounds, 1.1% hits; AID 1974, 2009;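 active means inhibition above the campaign mean inhibition plus 3 SD, cut at about 35% in these data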;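 further: 0% = GSTO1-1 with DMSO and 100% = wells lacking GSTO1-1 enzyme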
PAD4 FP inh – human PAD4 inhibitors, primary screen, biochemical, fluorescence polarization, 1536-well format | Protein-arginine deiminase type-4 (Homo sapiens), Q9UM07 | recombinant PAD4, RCA probe fluorescence polarization | inhibition, % at 6.36 µM | 330,000 compounds, 0.41% hits;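 active means percent inhibition above a cutoff equal to the mean of all tested compounds plus 3 SD, cut at about 15% in these data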;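 further: 0% = PAD4 with RCA probe and DMSO and 100% = probe without PAD4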
PAFAH2 FP inh – PAFAH2 enzyme inhibitors, primary screen, biochemical, fluorescence polarization, human; inhibition, % at 3.39 µM; 340,000 compounds, 0.99% hits; recombinant PAFAH2, FP-rhodamine activity probe; Platelet-activating factor acetylhydrolase 2, cytoplasmic (Homo sapiens), Q99487;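 active means inhibition above the mean over all tested compounds plus 3 SD, cut at about 30% in these data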;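 further: inhibitors block probe labeling of enzyme so polarization drops; 0% = enzyme with DMSO and 100% = wells lacking PAFAH2 protein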
pPAFAH inh – pPAFAH enzyme inhibitors, primary screen, biochemical, fluorescence polarization, human; Platelet-activating factor acetylhydrolase (Homo sapiens), Q13093; recombinant pPAFAH, FP-rhodamine probe fluorescence polarization; inhibition, % at 3.39 µM; 330,000 compounds, 1.5% hits;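 active means inhibition above the mean inhibition across the screen plus 3 SD, cut at about 25% in these data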;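 further: inhibitors block binding of the rhodamine activity-based probe so polarization drops; 0% = enzyme with DMSO and 100% = wells lacking pPAFAH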
* = called active by the depositor; nt = not tested or not shown. This is a subset (hit frequency here may not be typical).

Values in the order – PME-1 inh	LYPLA2 counter	LYPLA1 counter	PAFAH1B3 FP inh	PAFAH1B2 inh	GSTO1 inh	PAD4 FP inh	PAFAH2 FP inh	pPAFAH inh
CCCc1c(C(=O)N/N=C/c2cccs2)nnn1-c1nonc1N
    -13	2	-2	7	2	3	0	1	-3
Cc1cnc(C)c(N2CCC(C(=O)NCc3cccs3)CC2)n1
    -5	1	-2	-1	2	1	-3	-1	3
O=C(CN1C(=O)NC2(CCCC2)C1=O)N1CCN(c2cccc(C(F)(F)F)c2)CC1
    0	5	0	-1	4	2	2	-2	12
COCCN(C(=O)COC(=O)/C=C/c1ccco1)c1c(N)n(Cc2ccccc2)c(=O)[nH]c1=O
    3	-4	2	7	0	0	6	-7	-1
O=[N+]([O-])c1ccc(NCCCN2CCOCC2)c(Cl)c1
    1	4	1	3	-4	2	-6	5	-1
O=C(CCC(=O)N(CC(=O)NC1CCCC1)Cc1cccs1)Nc1nccs1
    7	5	1	4	5	1	3	0	3
CN1CCN(NC(=S)NC2CCCCC2)CC1
    1	-6	3	12	-2	4	3	3	3
CN(C)S(=O)(=O)N1CCN(CC(=O)Nc2ccc(F)cc2)CC1
    -4	3	0	11	2	7	-2	0	-1
COc1ccc(OC)c(Nc2nc(-c3sc(NC(=O)C(C)(C)C)nc3C)cs2)c1
    2	-15	-10	6	3	2	-3	15	30*
COCCN(CCOC)S(=O)(=O)c1ccc(C(=O)Nc2nnc(COC)o2)cc1
    1	4	-1	11	6	4	2	2	4
COc1ccc(Cl)cc1S(=O)(=O)n1cnc2ccccc21
    2	1	-4	2	7	5	1	3	1
CC(C)CNC(=S)N(CCO)Cc1cc2cc3c(cc2[nH]c1=O)OCO3
    2	1	-1	-2	2	-4	-3	5	5
CS(=O)(=O)c1ccc(C(=O)OCC(=O)Nc2cccnc2Cl)cc1[N+](=O)[O-]
    nt	nt	nt	4	-5	nt	2	12	-1
CC(C)[C@H](CN1CCC[C@H]1CN1C(N)=NC[C@H]1C(C)C)N1C[C@@H](Cc2ccccc2)N(CCCC2CCCC2)C1=N
    nt	nt	nt	0	5	nt	-2	2	-2
OCC(O)C(O)C(O)C(O)C1NCCS1 (configuration not stated)
    4	3	-2	14	6	5	-1	7	3
Cc1ccccc1NCc1ccc(O)c2ncccc12
    2	-3	-2	9	4	0	-8	2	4
CN(C)/C=C(\c1cnc(Cl)s1)S(=O)(=O)c1ccccc1
    1	-5	-3	7	4	8	-2	5	3
Cn1c(Cn2c(=O)sc3ccccc32)nnc1SCC(=O)N1CCN(c2ccccc2)CC1
    -1	-1	0	7	2	5	2	2	5
CCOC(=O)C1CCN(C(=O)c2cc3cc(C)ccc3[nH]2)CC1
    -5	-1	1	9	6	2	-6	12	-3
CCOc1ccc(OCC)c(NC(=O)C2CCCN(C(=O)c3ccc(Cl)cc3)C2)c1 (configuration not stated)
    3	4	0	7	0	nt	-2	7	2
CCOc1ccccc1N1CCN(C(=O)CCNS(=O)(=O)c2ccccc2F)CC1
    6	2	1	10	5	4	-3	0	1
Cc1ccc(C(=O)Nc2ccc3c(c2)C(=O)N(C)C3=O)c(C)c1
    -2	4	-2	9	-5	7	0	4	7
Cc1cc(C)n2cc(CSCc3ccco3)nc2n1
    -4	-1	-3	7	7	8	-3	3	1
Cc1ccc(S(=O)(=O)c2nc(NC3CCS(=O)(=O)C3)sc2Cl)cc1 (configuration not stated)
    4	1	3	3	2	6	0	4	7
O=C1CNC(=S)N1c1nc2ccccc2s1
    4	7	1	-6	8	-8	2	6	4
CCc1ccc(NC(=O)COC(=O)CC2CCCC2)cc1
    nt	nt	nt	6	2	nt	3	76*	26*
Cc1onc(-c2c(Cl)cccc2Cl)c1C(=O)NC(C)(C)CO
    -1	5	0	5	-1	2	4	3	2
Cc1cc(OCC(=O)Nc2ccccc2C)no1
    -1	1	-2	0	5	nt	1	2	-7
O=C(Nc1ccc(F)cc1F)N1CCCCCC1
    9	-1	-7	3	0	-2	-5	8	0
Cc1ccc2c(C(=O)CNc3nncs3)c(C)[nH]c2c1
    6	-6	-3	-2	0	12	-4	7	0
CCOc1cccc2cc(C(=O)N3CCOCC3)c(=O)oc12
    -3	1	-1	-2	-1	-1	0	6	4
CCN(CC(=O)Nc1ccccc1C(F)(F)F)CC(=O)NC1CC1
    -3	-7	2	-8	4	nt	4	-1	-3
O=C(c1cnn(C(=O)CN2CCCC2=O)c1)c1ccccc1O
    5	4	-4	20	4	nt	-2	2	3
Nc1cc(C(=O)OCC(=O)NCCNC(=O)COC(=O)c2ccc(Cl)c(N)c2)ccc1Cl
    -2	-7	-2	-3	7	-2	-6	2	5
C=CCNC(=O)c1cc(-c2ccncc2)nc2c(C)cc(C)cc12
    5	8	0	11	2	3	2	3	6
COc1ccccc1NS(=O)(=O)c1cccc(NC(=O)Cc2cccs2)c1
    5	-4	-2	-6	-3	-5	-4	5	4
O=C(CSc1nc2ccc(Cl)cc2[nH]1)NCCc1ccccc1
    -49	-3	-3	5	19	11	-2	3	2
c1ccc(CCNc2nnnn2-c2ccccc2)cc1
    0	-7	3	-7	3	-4	-2	0	8
CS(=O)(=O)c1ccc(Sc2nc3ccccc3[nH]2)c([N+](=O)[O-])c1
    -5	7	3	5	4	3	1	-5	8
CC(=O)OCCN1C(=O)c2cccnc2C1=O
    -4	1	0	3	5	13	2	1	1
CCN(CC)CC(O)COc1ccccc1C(=O)CCc1ccccc1 (configuration not stated)
    2	-7	-1	5	1	4	-1	4	-2
CCN(C(=O)COC(=O)c1c(NC(C)=O)sc(C)c1C)C1CCS(=O)(=O)C1 (configuration not stated)
    -1	11	2	1	6	3	1	5	4
Cc1ccc(-n2c(C)cc(/C=N\NC(=O)CC(=O)NC(C)C)c2C)cc1
    -3	-2	-3	2	-7	2	-4	0	2
COc1cccc(N2CCN(S(=O)(=O)c3ccc4nc(-c5ccccc5)[nH]c4c3)CC2)c1
    13	-67	-12	2	-1	-4	-1	-2	-2
CC(C)n1c(N2CCN(S(=O)(=O)c3cccc([N+](=O)[O-])c3)CC2)nc2ccccc21
    13	2	2	-10	0	3	-3	-3	6
COC(=O)Nc1c(-c2ccccc2)nc2ccc(Cl)cn12
    3	1	1	-1	2	0	2	-11	2
CCN(CC)CCNc1ccc(CO)c2sc3ccccc3c(=O)c12
    0	-7	-2	3	-4	-2	-5	5	-2
O=C(NC1CCCCC1)N1CCc2ccccc21
    -1	11	2	3	0	3	0	10	-3
CC(C)C(=O)Nc1ccc(NC(=O)c2cccc(F)c2)cn1
    -6	6	7	1	-2	3	0	12	0
O=C(O)c1ccc2c(c1)C(=O)/C(=C\c1ccco1)C2=O
    -33	7	-1	35*	12	40*	11	17	54*
O=C(O)c1cc(S(=O)(=O)O)ccc1O
    -1	-10	-2	6	-4	4	0	-8	2
COc1ccc(NC(=O)N(C)C[C@@H]2Oc3c(NC(=O)Nc4c(C)noc4C)cccc3C(=O)N([C@@H](C)CO)C[C@@H]2C)cc1
    nt	nt	nt	11	3	nt	3	3	6
Cn1nnnc1SCCNC(=O)C1CCC(=O)N(Cc2ccccc2F)C1 (configuration not stated)
    0	2	0	-4	2	6	0	2	7
CCN1CCN(CCCOc2ccc(Cl)cc2Br)CC1
    -4	-1	-3	13	5	-7	2	2	2
CCCN1C(=O)c2cc(C(=O)Nc3ccccc3C)ccc2C1Nc1ccccc1C (configuration not stated)
    -2	8	2	2	-1	1	0	-4	8
Cc1cc2ccccc2c(=O)n1CC(=O)NCC(=O)N1CCCC1
    -1	1	0	10	2	-6	-3	10	3
C[C@H](O)Cc1cn(-c2cc3cc(C#Cc4ccsc4)ccc3oc2=O)nn1
    -1	6	-2	-3	-2	nt	4	2	0
CC1COc2ccccc2N1C(=O)c1ccc(Cl)nc1 (configuration not stated)
    -3	-3	-2	1	-2	2	0	-16	3
O=C(Nc1ccccc1SCC1CSc2nc3ccccc3c(=O)n21)c1cccc(Cl)c1 (configuration not stated)
    2	-4	-1	4	-3	-5	-3	1	1
O=C(CCC1CCCCC1)Nc1nncs1
    -9	3	-2	-4	10	5	-1	1	1

(list continues)
Values in the order – PME-1 inh	LYPLA2 counter	LYPLA1 counter	PAFAH1B3 FP inh	PAFAH1B2 inh	GSTO1 inh	PAD4 FP inh	PAFAH2 FP inh	pPAFAH inh
Cc1[nH]n(-c2ccccc2)c(=O)c1CCO
    -7	-2	-2	3	2	8	-4	-2	2
CN(C(=O)c1ccc(OC2CCN(Cc3ccccn3)CC2)cc1)C1CCCCC1
    -7	-7	-3	-3	3	3	1	-7	-1
COc1cc(CC(=O)OCC(=O)N(C)C2CCCCC2)cc(OC)c1OC
    nt	nt	nt	12	4	nt	-2	10	3
Cc1cc(Cl)ccc1NC(=S)NCCc1ccc(S(N)(=O)=O)cc1
    3	-4	0	7	2	3	-2	-3	5
COc1ccc(C2C3=C(CC(C)(C)CC3=O)Oc3ncn(Cc4ccco4)c(=N)c32)cc1 (configuration not stated)
    17	2	-3	6	6	2	4	3	-1
CC(C)C(=O)N1CCN(S(=O)(=O)c2ccc3ccccc3c2)CC1
    1	-3	-2	4	1	1	-2	-7	-2
Cc1cc(C)nc(Nc2n[nH]c(-c3ccccc3N)n2)n1
    -5	5	3	4	4	5	-3	-2	8
CC(C)(C)c1ccc(S(=O)(=O)N2CCC(CO)(CC3CCCCO3)CC2)cc1 (configuration not stated)
    1	-1	1	8	4	3	0	-3	-3
CCC(C)c1ccccc1NC(=O)Cc1coc2cc3c(cc12)CCC3 (configuration not stated)
    15	-9	-2	0	6	-4	-3	1	4
C=CCSc1nc2ccccc2c(=O)n1C1CCOC(C)(C)C1 (configuration not stated)
    1	-2	-2	12	7	4	0	5	9
Cc1c(C)n(C(=O)CN2CCC(C)CC2)c2ccccc12
    -2	6	-3	4	-4	14	-3	-2	1
O=C(NCC1COCCO1)c1cc(COc2ccc(F)cc2F)on1 (configuration not stated)
    -2	13	-2	-4	4	7	1	4	13
Cc1cccc(C(C(=O)NC2CCCC2)N(C(=O)c2csnn2)C2CC2)c1 (configuration not stated)
    -4	-3	0	2	7	9	-1	8	-2
CCS(=O)(=O)N1Cc2ccccc2CC1C(=O)Nc1nc(C)cs1 (configuration not stated)
    1	4	-1	7	-2	4	-3	1	5
CSc1ccc(CN(C)C(=O)C(c2ccccc2)c2ccccc2)cc1
    6	-8	-2	2	0	21	-3	0	4
Cc1ccc(NC(=O)CCC(=O)NNC(=O)c2cccs2)c(C)c1
    -4	-1	1	3	3	5	-1	4	1
